Screening data as filed in PubChem BioAssay.
ADAM10 inh: ADAM10 inhibition, QFRET primary screen; 370,000 compounds, 0.62% hits; recombinant ADAM10, EDANS/DABCYL FRET peptide cleavage, 3 h; inhibition, % at 7 µM; O14672;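 active = inhibition above a per-campaign cutoff equal to the mean of compounds falling between control-based bounds plus 3 SD, cut at about 20% in these data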;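 note: 0% = DMSO wells while the 100% control is not disclosed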
PLCb3 inh: PLC-beta3 (human) inhibition, primary screen | Q01970 | Purified PLC-beta3, fluorogenic substrate, fluorescence | inhibition, % at 12.2 µM | 370,000 compounds, 0.18% hits | AID 720704; in the data active = inhibition above about 11%;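 note: 0% = median of compound wells on plate and 100% = full blocker control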
DDE Tn7 FP inh: inhibitors of Tn7 peptide binding to human fibrin DD(E); P02675; FP displacement of FITC-Tn7 peptide from fibrin DD(E); 0% = median of compound wells per plate; inhibition, % at 8.3 µM; 370,000 compounds, 0.13% hits; AID 720508;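 active = inhibition above the mean of compounds falling within the control limits plus 3 SD of them, cut at about 14% in these data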;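 note: 0% = plate median of compound wells and 100% = 10 µM Aha-Tn7 peptide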
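Assay system: human fibrin DD(E) protein / Input: 2 µM fibrin DD(E) / Benchmarks: high control of 10 µM Aha-Tn7 peptide / Measured by: fluorescence polarization of the labelled Tn7 tracer / Medium: Tris buffer with calcium and detergent, pH 7.8 / Timing: 10 min compound pre-incubation, 3 h probe incubation at room temperature / Repeats: one replicate per compound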
ARFGAP1 inh: inhibits rat ARF GTPase activating protein 1; Arfgap1-stimulated ARF1 GTP hydrolysis, GDP FP detection; inhibition, % at 16.5 µM; 360,000 compounds, 0.26% hits; AID 651572;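 active = inhibition above a per-plate limit, mean inhibition of low control wells plus 3 SD, cut at about 25% in these data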;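 note: 0% = DMSO wells with enzyme and 100% = wells lacking Arfgap1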
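Replicates: Single well per compound | Assay system: Truncated rat Arfgap1 GAP domain | Control set: No-Arfgap1 wells (100%) versus DMSO full-reaction wells (0%) | Times: Enzyme reaction 120 min at 25 °C after 20 min preincubation | Reagent: Human ARF1(Δ1-17)-GTP substrate | Measured by: Tracer-displacement fluorescence polarization with EDTA stop, 620/688 nm | Measure: Percent inhibition of Arfgap1-stimulated GTP hydrolysis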
SIAE inh: human SIAE inhibition, primary screen. SIAE FP-Rh probe binding, fluorescence polarization. inhibition, % at 9.66 µM. 370,000 compounds, 0.69% hits;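 active = inhibition above a cutoff: mean of compounds within the control limits plus 3 SD of those, cut at about 17% in these data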;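 note: 0% = plate median of compound wells and 100% = probe without SIAE protein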
TDP2 absorb: blocks human TDP2 phosphodiesterase activity; recombinant TDP2, T5PNP hydrolysis, p-nitrophenol absorbance 415 nm; O95551; 370,000 compounds, 0.34% hits; inhibition, % at 12.8 µM;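 active = inhibition above the mean of all tested compounds plus 3 SD, set per campaign, cut at about 25% in these data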;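 note: 0% = DMSO with enzyme and 100% = buffer with substrate but no TDP2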
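Read-out basis: percent inhibition. System: recombinant human TDP2. Buffer or medium: Mg2+-containing Tris-HCl buffer, pH 7.5. Repeats: single replicate. Timing: reaction 2 h, 37 °C. Benchmarks: high control without enzyme, low control DMSO plus TDP2. Probe or stimulus: 5 mM T5PNP. Doses: 12.8 µM only. Measured by: epi absorbance of p-nitrophenol freed from T5PNP by hydrolysis.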
DDE Tn6 FP inh: DD(E)-Tn6 binding inhibition, primary FP screen. P02675. Fibrin DD(E) TRITC-Tn6 fluorescence polarization displacement. inhibition, % at 8.3 µM. 370,000 compounds, 0.21% hits. AID 720509;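 active = inhibition above a per-campaign cutoff: mean of compounds within control limits plus 3 SD, cut at about 15% in these data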;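 note: 0% = median of all compound wells on the plate and 100% = blocking peptide control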
ADAM17 inh: inhibits human ADAM17; 370,000 compounds, 0.83% hits; P78536; recombinant ADAM17, EDANS/DABCYL FRET peptide cleavage; AID 720648; inhibition, % at 6.95 µM;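 active = inhibition above the mean of compounds lying between control limits plus 3 SD, set per campaign, cut at about 8.5% in these data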;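 note: 0% = DMSO-only wells as the low control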
PLC-gamma1 inh: PLC-gamma1 (human) inhibition, primary screen | purified PLC-gamma1, fluorogenic substrate, fluorescence | inhibition, % at 12.2 µM | 370,000 compounds, 0.84% hits; in the data active = inhibition above about 9.5%
Target sequence (P19174 whole entry, looked up): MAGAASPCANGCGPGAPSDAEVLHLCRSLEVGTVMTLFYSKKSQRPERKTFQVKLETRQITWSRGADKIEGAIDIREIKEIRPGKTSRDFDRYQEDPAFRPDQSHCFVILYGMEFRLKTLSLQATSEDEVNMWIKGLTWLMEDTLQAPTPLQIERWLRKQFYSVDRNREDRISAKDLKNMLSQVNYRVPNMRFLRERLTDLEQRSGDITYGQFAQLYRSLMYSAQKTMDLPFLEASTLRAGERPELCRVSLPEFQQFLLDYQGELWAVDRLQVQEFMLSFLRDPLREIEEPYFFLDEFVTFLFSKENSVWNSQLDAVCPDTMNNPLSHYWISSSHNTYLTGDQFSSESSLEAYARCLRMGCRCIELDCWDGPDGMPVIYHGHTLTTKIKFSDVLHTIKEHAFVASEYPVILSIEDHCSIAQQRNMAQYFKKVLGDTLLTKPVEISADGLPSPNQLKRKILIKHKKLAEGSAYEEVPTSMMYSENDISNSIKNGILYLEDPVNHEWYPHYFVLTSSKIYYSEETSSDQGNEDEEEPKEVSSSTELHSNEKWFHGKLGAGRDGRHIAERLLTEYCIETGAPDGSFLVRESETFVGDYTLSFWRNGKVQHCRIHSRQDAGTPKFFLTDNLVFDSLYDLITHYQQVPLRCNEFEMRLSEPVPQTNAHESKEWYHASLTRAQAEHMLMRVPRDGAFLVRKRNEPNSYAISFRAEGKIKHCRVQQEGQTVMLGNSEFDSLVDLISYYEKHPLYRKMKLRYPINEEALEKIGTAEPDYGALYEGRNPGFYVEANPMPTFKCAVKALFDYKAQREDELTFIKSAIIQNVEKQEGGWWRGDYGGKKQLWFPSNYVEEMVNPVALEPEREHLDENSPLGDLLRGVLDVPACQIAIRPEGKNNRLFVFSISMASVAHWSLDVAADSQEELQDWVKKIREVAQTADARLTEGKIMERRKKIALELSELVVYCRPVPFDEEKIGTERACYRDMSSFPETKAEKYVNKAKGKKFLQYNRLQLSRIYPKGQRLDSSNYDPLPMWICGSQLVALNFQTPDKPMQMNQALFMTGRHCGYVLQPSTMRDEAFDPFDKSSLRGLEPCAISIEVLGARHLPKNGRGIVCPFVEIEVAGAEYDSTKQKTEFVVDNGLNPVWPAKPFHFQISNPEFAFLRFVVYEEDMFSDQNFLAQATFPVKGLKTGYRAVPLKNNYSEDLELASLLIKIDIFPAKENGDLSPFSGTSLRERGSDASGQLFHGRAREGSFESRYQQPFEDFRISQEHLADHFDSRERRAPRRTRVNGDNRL
ASAP1 GAP inh: blocks human ASAP1-stimulated Arf1 GTP hydrolysis. 360,000 compounds, 0.19% hits. inhibition, % at 16.5 µM. GDP FP detection. AID 624377; in the data active = inhibition above about 25%;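 note: 0% = vehicle with enzyme and substrate and 100% = no enzyme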
* hit, by the source's call.

Screens in order – ADAM10 inh	PLCb3 inh	DDE Tn7 FP inh	ARFGAP1 inh	SIAE inh	TDP2 absorb	DDE Tn6 FP inh	ADAM17 inh	PLC-gamma1 inh	ASAP1 GAP inh
Cc1ccc(NC(=O)c2ccc3nc[nH]c3c2)c(O)c1
  3	1	2	8	8	6	-1	-1	2	5
N#Cc1c(N)n[nH]c1CCCN
  4	3	4	-5	6	-4	-4	0	2	-9
c1ccc(Nc2nc3ccccc3o2)cc1
  6	6	1	-4	-1	-1	-1	-1	2	-3
COc1ccc(N2CCN(S(=O)(=O)c3ccc4c(c3)NC(=O)CS4)CC2)cc1
  -5	-3	2	-7	1	-9	3	3	-2	-3
C[C@H](NC(=O)c1ccccc1)C(=O)N1CCC2(CC1)NCCc1[nH]cnc12
  -1	-4	-6	-6	4	6	3	0	3	-4
CCc1nc(SCc2ccc(C(=O)OC)o2)c2c(=O)n(C)c(=O)n(C)c2n1
  -5	3	5	-1	-2	-5	6	-2	0	-3
Fc1ccc(NC(=S)NNc2ncc(C(F)(F)F)cc2Cl)c(F)c1
  9	-5	5	-3	5	-3	-15	2	-3	-2
CCCC(=O)N1CCN(c2ccc(NC(=O)c3sc4ccccc4c3Cl)cc2)CC1
  -13	-3	-8	1	-4	8	5	-1	1	-15
Cn1cccc1/C=N/NC(=O)CSc1nc2ccccc2[nH]1
  -5	-13	-5	1	-1	-1	-2	-2	-9	-10
CCCCCCCCN1C(=O)[C@H](CC(=O)NCC23CC4CC(CC(C4)C2)C3)C[C@@]2(C(=O)OCC)CCCC=C12
  -6	-1	6	-5	1	6	-4	-6	-1	4
Cc1c(Cl)cccc1NC(=O)C1NC(=O)CC1c1ccccc1 (stereo not given)
  -8	0	-6	3	-3	11	-1	1	-3	11
Cc1csc(NC(=O)CSc2ncnc3ccccc23)n1
  13	3	-3	-9	-6	-12	6	1	6	5
O=C(NCc1ccon1)C1CCC(=O)N(Cc2cccc(C(F)(F)F)c2)C1 (stereo not given)
  -2	-9	0	10	0	11	4	-1	-3	1
Cc1csc(NC(=O)c2cc(C)oc2C)n1
  -1	0	4	-8	-9	3	3	-7	-4	-4
CCC(CC)c1nnc(NC(=O)CSCC(=O)Nc2cc(C)on2)s1
  -1	-7	2	1	1	4	2	-3	-1	3
Cc1csc(CNC(=O)c2ccc(OC3CCN(CCc4ccccc4)CC3)cc2)n1
  -1	-10	3	4	4	-6	2	-3	-2	-12
CCOC(=O)c1c(NC(=O)C[n+]2ccc(N(C)C)cc2)sc(C)c1C
  5	5	3	25*	2	12	4	0	0	14
Cc1ccc(CNC(=O)COc2ccc(S(=O)(=O)N3CCOCC3)cc2)cc1
  3	3	3	3	-5	0	0	-3	0	-10
O=C(CSC1=NCCS1)Nc1cccc(F)c1
  -5	-2	4	7	-5	-7	-2	0	0	0
COc1ccc(S(=O)(=O)Nc2c(NC3CCCCC3)c3ccccc3oc2=O)cc1Cl
  12	-26	6	-4	10	-20	-3	-2	-1	5
CN(CC(=O)Nc1cccc(F)c1)C(=O)CN1C(=O)C2CCCCC2C1=O (stereo not given)
  5	1	1	8	-17	-21	-6	2	6	6
O=P(COCCOCCOCCOCP(=O)(c1ccccc1)c1ccccc1)(c1ccccc1)c1ccccc1
  -2	-3	-8	8	1	2	-7	-3	2	12
Cn1nnnc1SCC(=O)N1CCN(c2cccc(Cl)c2)CC1
  8	4	6	2	-14	-16	-3	1	6	2
CCCCNCC#CCOc1cc(C)ccc1C(C)C
  -2	5	-1	2	1	2	-3	1	3	14
Cc1sc2nc(C3CC3)nc(N3CCN(C(=O)c4ccc(F)cc4)CC3)c2c1C
  3	-2	1	-4	2	2	4	3	4	6
CC1CN(S(=O)(=O)c2cccc(C(=O)NCc3ccccn3)c2)CC(C)O1 (stereo not given)
  -11	-5	7	16	-3	3	4	-4	2	7
CCOC(=O)c1cnc(-n2nc(C)cc2C)nc1Nc1ccc(O)cc1
  1	-4	4	2	1	-6	-7	-2	1	3
COc1cccc(C(=O)NNC(=O)c2ccccc2)c1
  -7	-4	2	-4	6	18	-3	-2	1	-1
CCc1ccccc1NC(=O)CN1CCN(C(=O)C2CCN(C(=O)/C=C/c3ccccc3)CC2)CC1
  -3	-1	-6	-3	-1	-7	-3	-4	2	-5
Cc1ccc(/C=N/n2c(C3CCCCC3)n[nH]c2=S)o1
  4	0	-4	-7	6	5	-1	3	-1	7

A different layout for part of the listing above:
ADAM10 inh,PLCb3 inh,DDE Tn7 FP inh,ARFGAP1 inh,SIAE inh,TDP2 absorb,DDE Tn6 FP inh,ADAM17 inh,PLC-gamma1 inh,ASAP1 GAP inh,molecule
3,-2,1,-4,2,2,4,3,4,6,Cc1sc2nc(C3CC3)nc(N3CCN(C(=O)c4ccc(F)cc4)CC3)c2c1C
-11,-5,7,16,-3,3,4,-4,2,7,CC1CN(S(=O)(=O)c2cccc(C(=O)NCc3ccccn3)c2)CC(C)O1 (stereo not given)

(more compounds)
Screens in order – ADAM10 inh	PLCb3 inh	DDE Tn7 FP inh	ARFGAP1 inh	SIAE inh	TDP2 absorb	DDE Tn6 FP inh	ADAM17 inh	PLC-gamma1 inh	ASAP1 GAP inh
C=C1CC(C(=O)N/N=C/c2ccc(O)cc2)C1
  -8	2	1	6	-1	9	2	-6	-1	0
Nn1c(SCc2cn3ccsc3n2)nnc1-c1ccncc1
  0	-2	-3	-1	4	9	11	-3	1	-7
Cn1c(NCCCO)nc2c1c(=O)n(Cc1ccccc1F)c(=O)n2C
  -8	1	-2	12	6	-7	-1	-5	-1	-17
COC(=O)c1ccccc1NC(=O)CSc1nc(NC(=O)c2ccccc2)c2c(C)c(C)oc2n1
  4	-1	0	3	-1	1	0	2	0	11
Cc1ccccc1N(C(=O)Cc1ccsc1)C(C(=O)NC1CCCCC1)c1ccc(F)cc1 (stereo not given)
  1	2	-1	22	-2	-7	2	-5	-1	-9
O=C(C1CCN(c2nnc(N3CCCC3=O)s2)CC1)N1CCN(Cc2ccc3c(c2)OCO3)CC1
  -8	-2	-3	9	2	5	-1	-5	-1	11
CCc1nnc(NC(=O)c2ccc(OC)cc2OC)s1
  4	3	9	2	-8	2	6	-3	0	-9
COc1cc(C=O)ccc1OCCOCCOc1c(C)cc(Cl)cc1Cl
  19	0	-7	-14	-4	-12	-2	7	6	-5
COc1ccc2c(c1)c(CC(=O)NCc1cc([N+](=O)[O-])ccc1O)c(C)n2C(=O)c1ccc(Cl)cc1
  -3	-5	-6	-2	-167	18	3	3	-1	15
CN(C)c1ncc(S(=O)(=O)c2ccccc2)c(-c2ccccc2Cl)n1
  9	-12	2	-2	-6	-7	-4	4	-5	8
CCOC1=C2[C@@H](CN(S(=O)(=O)c3ccc(C)cc3)[C@H]2c2ccccc2Cl)[C@H]2C(=O)N(C(C)(C)C)C(=O)[C@H]2C1
  -5	-7	-3	7	-5	2	0	-2	-3	1
CC1(C)CC(CC(=O)Nc2ccc([N+](=O)[O-])cc2)C(=O)O1 (stereo not given)
  -14	0	-6	9	5	3	5	0	1	-9
Cc1noc(NS(=O)(=O)c2ccc(NC(=O)C(CC(C)C)N3C(=O)c4ccccc4C3=O)cc2)c1C (stereo not given)
  -4	-7	8	3	-1	3	-10	-7	1	0
O=C(Nc1cc2c3c(c1)CC(=O)N3CCC2)c1ccc(Br)o1
  -6	-1	-8	7	1	-10	-1	-1	1	3
CCSc1nnc(NC(=O)c2ccc3ccccc3n2)s1
  -5	-2	7	-2	-2	6	2	-5	-3	-1
O=C(c1cc(-c2ccc(O)cc2)on1)N1CCc2ccccc2C1
  6	-3	18*	2	-6	-7	-5	4	-4	-21
C=C1CCN([C@@H](CC(C)C)C(=O)O)S(=O)(=O)c2ccccc21
  -3	3	-4	1	2	-1	4	1	2	-17
COc1ccc(C(F)(F)F)cc1N/C=C\c1nnnn1-c1ccccc1
  -6	-9	5	-2	-4	-5	2	-1	-5	-13
N#Cc1ccc(/C=C/C(=O)c2ccc3c(c2)OCO3)cc1
  4	-3	4	3	0	-6	4	6	2	-6
CCn1c(CC(=O)Nc2ccccc2F)nnc1SCC(=O)Nc1nnc(C)s1
  -13	-4	-1	-12	-4	-2	0	0	0	4
COc1ccc(/C=N/N=C2/NC(=O)C(c3ccccc3)(c3ccccc3)S2)cc1
  7	0	-5	-12	12	-6	5	0	-1	5
Cc1c(Cl)cccc1NC(=O)CCCN1C(=O)c2cccnc2C1=O
  6	-3	-7	7	0	-13	4	3	2	2

Sorted by SMILES length (highest first): some entries from above.
Screens in order – ADAM10 inh	PLCb3 inh	DDE Tn7 FP inh	ARFGAP1 inh	SIAE inh	TDP2 absorb	DDE Tn6 FP inh	ADAM17 inh	PLC-gamma1 inh	ASAP1 GAP inh
O=C(C1CCN(c2nnc(N3CCCC3=O)s2)CC1)N1CCN(Cc2ccc3c(c2)OCO3)CC1
  -8	-2	-3	9	2	5	-1	-5	-1	11
Cc1ccccc1N(C(=O)Cc1ccsc1)C(C(=O)NC1CCCCC1)c1ccc(F)cc1 (stereo not given)
  1	2	-1	22	-2	-7	2	-5	-1	-9
CCn1c(CC(=O)Nc2ccccc2F)nnc1SCC(=O)Nc1nnc(C)s1
  -13	-4	-1	-12	-4	-2	0	0	0	4
N#Cc1ccc(/C=C/C(=O)c2ccc3c(c2)OCO3)cc1
  4	-3	4	3	0	-6	4	6	2	-6
Nn1c(SCc2cn3ccsc3n2)nnc1-c1ccncc1
  0	-2	-3	-1	4	9	11	-3	1	-7
C=C1CC(C(=O)N/N=C/c2ccc(O)cc2)C1
  -8	2	1	6	-1	9	2	-6	-1	0

No enrichment for hits. Share with any hit: about 3.6%.
